GRK2 inh – inhibitors of human GRK2 displacing RNA aptamer. bead flow cytometry, FAM-aptamer displacement from GRK2. P25098. actives 0.59% (n = 330,000). inhibition of aptamer binding, % at 10 µM;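 active = inhibition of aptamer binding above 40%, roughly 3 SD of noise, on plates passing a quality check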;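 also: median bead fluorescence of bound FAM aptamer so fluorescent compounds give negative values; no value below 0 was filed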
CTSL1 counter – cathepsin L1 inhibition, PFM18AAP counter-screen | recombinant F. hepatica cathepsin L1, Z-Leu-Arg-MCA fluorescence | inhibition, % at 5.96 µM | actives 0.49% (n = 300,000) | AID 1906;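 active = inhibition above the mean of all tested compounds plus 3 SD, set per screening campaign, cut at about 17% in these data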;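 also: 0% = plate median of test compound wells and 100% = 1 µM Z-Phe-Ala-diazomethylketone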
PP5 primary – PP5 (human) phosphatase inhibition; P53041; inhibition, % at 6.7 µM; actives 0.18% (n = 320,000); purified PP5c, OMFP substrate fluorescence;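 active = inhibition above the campaign's mean inhibition across all tested compounds plus 3 SD, cut at about 9.5% in these data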;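 also: 0% = DMSO only and 100% = 100 µM cantharidin control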
PP1 counter – PP1-alpha (human) inhibition in PP5 counter-screen; P62136; purified PP1alpha, OMFP fluorescence; inhibition, % at 6.7 µM; actives 0.9% (n = 320,000);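 active = inhibition above the mean inhibition of all tested compounds plus 3 SD, computed separately for each screening campaign, cut at about 15% in these data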
JMJD2C inh – human JMJD2C demethylase inhibition; inhibition, % at 2.35 µM; actives 0.069% (n = 330,000); GST-JMJD2C(1-420) H3K9me3 demethylation, DELFIA europium; Q9H3R0;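 active = more than half of a compound's replicate wells show inhibition beyond 50%, single wells judged on their own value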;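 also: signal counts dimethyl H3K9 product captured on neutravidin plate; 0% = median of DMSO wells and 100% = 0.3 times that DMSO median; strong numbers were not always called active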
proCasp3 act – activators of human procaspase-3 | P42574 | recombinant procaspase-3 D3A, Ac-DEVD-pNA absorbance 405 nm | activation, % at 8.5 µM | actives 0.11% (n = 330,000);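 active = activation above the mean of all tested compounds plus 3 SD, cut at about 21% in these data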;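 also: 0% = DMSO alone and 100% = DMSO wells spiked with extra 5 µM PC-3 D3A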
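System: Procaspase-3 D3A mutant. Medium: Zinc-free 300 mM NaCl, 50 mM HEPES, 0.01% Triton X-100. Schedule: 1 h preincubation plus 2 h reaction at 25 °C. Measured by: 405 nm absorbance of p-nitroaniline, reads at 0 and 120 min. Read-out: percent activation relative to control range.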
VLA-4 inh – inhibition in a human VLA-4 binding assay; P13612; VLA-4 expressing cells, ligand binding flow cytometry; inhibition, % (about 7 µM as worked out from the volumes in the protocol); actives 0.2% (n = 330,000); in the data active = inhibition above about 50%
Target sequence (P13612 whole entry, looked up): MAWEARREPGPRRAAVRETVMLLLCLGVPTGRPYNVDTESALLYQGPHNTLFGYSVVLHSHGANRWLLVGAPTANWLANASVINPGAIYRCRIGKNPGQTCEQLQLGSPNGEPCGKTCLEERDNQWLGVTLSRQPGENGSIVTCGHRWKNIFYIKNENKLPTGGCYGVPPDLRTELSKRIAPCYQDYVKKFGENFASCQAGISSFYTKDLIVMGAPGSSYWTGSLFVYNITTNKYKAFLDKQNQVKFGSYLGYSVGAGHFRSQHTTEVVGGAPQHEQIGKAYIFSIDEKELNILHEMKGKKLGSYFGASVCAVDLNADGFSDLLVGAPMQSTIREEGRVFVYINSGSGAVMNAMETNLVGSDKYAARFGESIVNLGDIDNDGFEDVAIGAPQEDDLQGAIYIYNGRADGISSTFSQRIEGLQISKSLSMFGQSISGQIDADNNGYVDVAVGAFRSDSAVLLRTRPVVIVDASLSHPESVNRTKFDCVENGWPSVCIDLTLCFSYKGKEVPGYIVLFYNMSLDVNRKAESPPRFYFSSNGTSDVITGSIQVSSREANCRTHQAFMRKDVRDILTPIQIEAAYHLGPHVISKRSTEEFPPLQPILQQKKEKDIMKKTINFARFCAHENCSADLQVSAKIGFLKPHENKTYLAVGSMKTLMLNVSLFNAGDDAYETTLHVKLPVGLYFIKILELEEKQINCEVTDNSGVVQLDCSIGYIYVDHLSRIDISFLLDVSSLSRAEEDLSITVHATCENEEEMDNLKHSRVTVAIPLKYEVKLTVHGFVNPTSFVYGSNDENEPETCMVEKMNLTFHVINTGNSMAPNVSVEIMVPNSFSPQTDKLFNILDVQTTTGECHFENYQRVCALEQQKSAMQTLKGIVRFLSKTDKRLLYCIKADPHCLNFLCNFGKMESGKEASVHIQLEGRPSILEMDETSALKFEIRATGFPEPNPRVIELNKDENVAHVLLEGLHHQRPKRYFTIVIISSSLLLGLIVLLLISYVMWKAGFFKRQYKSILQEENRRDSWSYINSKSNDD
HCV core dimer – HCV core protein dimerization inhibition | TR-FRET GST/Flag-core106 dimerization, 1536-well | inhibition, % at 5 µM | actives 0.33% (n = 300,000);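 active = inhibition above the mean of all tested compounds plus 3 SD, set per screening campaign, cut at about 45% in these data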
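Test system: GST/Flag-tagged HCV core106 proteins; Medium: KF-containing HEPES buffer, pH 7.45, DTT, CHAPS, BSA; Times: compound-protein-antibody incubation 4 h at 22.5 °C; Detection: TR-FRET 671 and 617 nm emission; Benchmarks: wells lacking GST-core106 and wells with excess unlabelled core106.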
proCasp7 act – counter-screen: procaspase-7 (human) activation; recombinant procaspase-7, Ac-DEVD-pNA absorbance 405 nm; D23A/D198A/D206A triple mutant, cannot self-cleave; scale: DMSO 0, 5 µM enzyme 100; activation, % at 8.5 µM; actives 0.093% (n = 330,000); AID 463210;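 active = percent activation above the screen-wide mean plus 3 SD, cut at about 25% in these data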
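System: Procaspase-7 triple mutant (PC-7 D3A); measure: % activation from two-timepoint absorbance difference, scaled to controls; times: 1 h compound preincubation, 2 h substrate cleavage, 25 °C; also added: Ac-DEVD-pNA substrate, 400 µM as added; measured by: Epi-absorbance of released pNA at 405 nm, two timepoints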
* hit, by the source's call; x = no result given; & = joins results of further samples. An unsorted share of the library. Share with any hit: about 2.6%.

1: Cc1ccc(C2C3=C(CC(C)(C)CC3=O)Nc3[nH]c(=S)[nH]c(=O)c32)cc1 (stereo not drawn)
2: CCCCCCn1c(NCC)nc2c1c(=O)n(C)c(=O)n2C
3: O=C(NCc1ccc2c(c1)OCO2)c1ccncc1
4: Cc1nc2ccccn2c1-c1csc(Nc2ccc(C(=O)O)cc2)n1
5: CCCCNS(=O)(=O)c1ccc2nc(-c3cccnc3)cc(C(=O)NC3CCCC3)c2c1
6: CCCCn1c(N)c(N(Cc2ccccc2OC)C(=O)CC2OC(=O)c3ccccc32)c(=O)[nH]c1=O (stereo not drawn)
7: COCCNC(=O)Nc1ccc(F)cc1
8: CC1(c2ccc3ccccc3c2)NC(=O)N(CC(=O)NCc2cccs2)C1=O (stereo not drawn)

| entry no. | 1 | 2 | 3 | 4 | 5 | 6 | 7 | 8 |
| --- | --- | --- | --- | --- | --- | --- | --- | --- |
| GRK2 inh | 2 | 1 | 2 | 0 | 6 | 3 | 3 | 1 |
| CTSL1 counter | -2 | -1 | -6 | 1 | 1 | 4 | -1 | -2 |
| PP5 primary | 0.6 | -0.9 | -0.1 | 0.8 | 0.4 | 1.4 | 2.5 | 0.1 |
| PP1 counter | 0 | 0 | -2 | -2 | -1 | -3 | 0 | -2 |
| JMJD2C inh | -67 | 4 | 35 | 2 | 5 | 1 | 2 | 1 |
| proCasp3 act | -2 | 1 | -2 | 5 | 6 | 10 | 3 | 12 |
| VLA-4 inh | -1 | 6 | 4 | 11 | 12 | -2 | 13 | 10 |
| HCV core dimer | -2 | 0 | -1 | -13 | 5 | -2 | -2 | -2 |
| proCasp7 act | 10 | 3 | 3 | 18 | 9 | 5 | -4 | -2 |

9: O=C(NNc1cccc(Cl)n1)Nc1ccccc1
10: O=C(c1ccc(N2CCOCC2)cc1)N1CCCC(Nc2ccccc2)C1 (stereo not drawn)
11: CCN(CC)CCNC(=O)c1cc2c(s1)-c1ccccc1SC2
12: CCCCCCOc1ccc(/C(C)=N/NC2=NCCN2)cc1[N+](=O)[O-]
13: COCCCNC(=S)N1CCN(S(C)(=O)=O)CC1
14: N#Cc1ccc(CSc2ncccn2)cc1
15: O=C(O)c1ccccc1-n1cccc1C(=O)O
16: CCCC(=O)NC(C)c1nc(-c2ccc(C)cc2)no1 (stereo not drawn)

| entry no. | 9 | 10 | 11 | 12 | 13 | 14 | 15 | 16 |
| --- | --- | --- | --- | --- | --- | --- | --- | --- |
| GRK2 inh | 7 | 0 | 0 | 0 | 0 | 2 | 4 | 1 |
| CTSL1 counter | 4 | 1 | 2 | 0 | -1 | 2 | -1 | 4 |
| PP5 primary | 3.1 | 0.3 | 0.8 | 2.8 | 2.6 | -1.1 | 2.7 | -7.5 |
| PP1 counter | 4 | 1 | -1 | 20* | -1 | 3 | -6 | 1 |
| JMJD2C inh | -3 | 0 | 2 | 3 | 5 | 4 | -13 | -3 |
| proCasp3 act | -3 | 0 | -3 | -3 | 2 | 7 | 5 | -5 |
| VLA-4 inh | 28 | 11 | 14 | 9 | 25 | 13 | 8 | -13 |
| HCV core dimer | 28 | -9 | -4 | -14 | -8 | -23 | -3 | -13 |
| proCasp7 act | 7 | 4 | -9 | 15 | 8 | -3 | 9 | -3 |

4 compounds from above, showing only PP5 primary, CTSL1 counter and VLA-4 inh.
no.	SMILES	PP5 primary	CTSL1 counter	VLA-4 inh
9	O=C(NNc1cccc(Cl)n1)Nc1ccccc1	3.1	4	28
3	O=C(NCc1ccc2c(c1)OCO2)c1ccncc1	-0.1	-6	4
4	Cc1nc2ccccn2c1-c1csc(Nc2ccc(C(=O)O)cc2)n1	0.8	1	11
7	COCCNC(=O)Nc1ccc(F)cc1	2.5	-1	13

Continuation:
17: CCOC(=O)c1cnn(-c2cc(C)nc3c(-c4ccccc4)c(C)nn23)c1N
18: CN(c1ccc(OCC(=O)N2CCN(c3ccc(F)cc3)CC2)cc1)S(=O)(=O)c1cccs1
19: CCOc1c2c(nc3ccc(Cl)cc13)CCC2
20: COc1cc(NC(=O)c2c(F)cccc2F)c(Cl)cc1Cl
21: Cc1ccc(Cn2c(=N)c(C#N)cc3c(=O)n4cccc(C)c4nc32)cc1
22: CCCCCN(C(=O)NC(=O)Nc1ccccc1C)S(C)(=O)=O
23: O=C(Nc1nnc(C2CC2)s1)C1CCCCN1S(=O)(=O)c1ccccc1 (stereo not drawn)
24: COc1cc2c(cc1OC)C(C(=O)Nc1cccc(C)n1)C(c1cccnc1)N(C)C2=O (stereo not drawn)

| entry no. | 17 | 18 | 19 | 20 | 21 | 22 | 23 | 24 |
| --- | --- | --- | --- | --- | --- | --- | --- | --- |
| GRK2 inh | 1 | 3 | 2 | 3 | 0 | 0 | 2 | 0 |
| CTSL1 counter | 0 | 0 | 1 | 1 | -5 | -2 | 6 | 0 |
| PP5 primary | -3.2 | -2.8 | 5.3 | 4.0 | -0.6 | 0.7 | -4.3 | -0.1 |
| PP1 counter | -2 | -6 | -2 | 0 | -1 | -3 | -2 | -3 |
| JMJD2C inh | -3 | -4 | 4 | 10 | -19 | 2 | 3 | 3 |
| proCasp3 act | 10 | -4 | 3 | -7 | -8 | -10 | 5 | 1 |
| VLA-4 inh | 11 | 11 | 9 | 9 | 5 | 11 | -5 | -12 |
| HCV core dimer | -1 | 10 | 4 | -3 | 0 | -2 | 3 | 0 |
| proCasp7 act | -8 | 7 | 8 | -5 | -7 | 3 | 2 | 2 |

25: Cc1ccc(C(=O)COC(=O)c2cccc(N3C(=O)c4c(C)nc5ccccc5c4C3=O)c2)cc1C
26: C=CCn1c(=O)n(CCOC)c(=O)c2sc3ccccc3c21
27: O=C(Oc1ccc(-c2nccc(-c3ccccn3)n2)cc1)c1cccc(C(F)(F)F)c1
28: Cn1c(N)c(C(=O)COC(=O)C2CCCCC2)c(=O)n(C)c1=O
29: CCOc1ccc(CN(C)CCc2ccccn2)cc1
30: COc1ccc(Cl)cc1NC(=O)CN1CCc2ccccc2C1
31: CCCCn1c(SCC(=O)Nc2ccc(OC)cc2)nc2ccc(N3CCOCC3)cc2c1=O
32: COc1ccccc1CCNC(=O)C(=O)NCC1OCCN1S(=O)(=O)c1ccc([N+](=O)[O-])cc1 (stereo not drawn)

| entry no. | 25 | 26 | 27 | 28 | 29 | 30 | 31 | 32 |
| --- | --- | --- | --- | --- | --- | --- | --- | --- |
| GRK2 inh | 0 | 3 | 0 | 3 | 0 | 3 | 1 | 0 |
| CTSL1 counter | -3 | 1 | 0 | 6 | 2 | -1 | 2 | -1 |
| PP5 primary | 1.6 | 1.3 | 0.1 | 1.5 | -2.8 | -0.6 | 0.9 | 0.2 |
| PP1 counter | -2 | -2 | -2 | 0 | -2 | 1 | -1 | 3 |
| JMJD2C inh | -7 | 30 | 3 | 7 | -5 | -10 | -34&8 | 3 |
| proCasp3 act | 4 | 4 | -12 | 3 | -5 | 4 | -2 | -2 |
| VLA-4 inh | 17 | 10 | 16 | -4 | 26 | 2 | -4 | 0 |
| HCV core dimer | 33 | -4 | 0 | 4 | -1 | 10 | -2 | -1 |
| proCasp7 act | -16 | -7 | 2 | 5 | -2 | 0 | 0 | 0 |

33: O=C(O)c1ccc(N2C(=O)c3cccc(Oc4ccc(Cl)cc4)c3C2=O)cc1
34: COc1cccc(CN(C)C(=O)c2cc(-c3ccc(F)cc3)nc3ccccc23)c1
35: Cc1nc(N=C(N)N)nc2ccccc12
36: Cc1cc(NC(=O)CSc2nc3ccccc3c(=O)n2-c2ccccc2)no1
37: C=CCn1c(SCC(=O)NCc2ccc3c(c2)OCO3)nnc1-c1cccnc1
38: O=C(COc1ccc(S(=O)(=O)N2CCOCC2)cc1)N1CCN(c2ccccc2)CC1
39: CN1C(=O)c2ccc(C(=O)NC3CCCCC3)cc2C1=O
40: Cc1ccc(NC(=O)CSc2nsc(SCC(=O)Nc3ccc(C)cc3C)c2C#N)c(C)c1

| entry no. | 33 | 34 | 35 | 36 | 37 | 38 | 39 | 40 |
| --- | --- | --- | --- | --- | --- | --- | --- | --- |
| GRK2 inh | 0 | 0 | 0 | 0 | 0 | 0 | 0 | 0 |
| CTSL1 counter | 5 | 0 | -2 | -1 | -3 | 4 | -5 | -3 |
| PP5 primary | 2.4 | 4.1 | -0.8 | 3.9 | -1.6 | -2.2 | -1.2 | 2.1 |
| PP1 counter | -2 | 2 | -2 | 0 | -5 | -9 | 3 | -2 |
| JMJD2C inh | 8 | 5 | 17 | -12 | 1 | 18 | 0 | 5 |
| proCasp3 act | -1 | 1 | -2 | 4 | 3 | -1 | 1 | 2 |
| VLA-4 inh | 8 | 1 | -2 | 3 | -8 | -4 | -1 | -13 |
| HCV core dimer | 13 | -2 | -1 | 1 | -4 | -22 | 5 | -5 |
| proCasp7 act | 10 | -4 | 8 | 11 | 3 | -5 | 4 | 1 |

41: CCOC(=O)C1(CC2CC2)CCN(Cc2cn(C)c3ccccc23)CC1
42: CCOc1ccc(N(CC(=O)Nc2ccccc2OCC)S(=O)(=O)c2c(C)noc2C)cc1
43: CC(C)(C)N=C1C([N+](=O)[O-])=CC=C2C1=NC1(CCCCC1)N2O
44: COc1ccc(-c2cc(N3C(=O)Nc4ccccc4N3O)n[nH]2)cc1OC
45: CC(=O)Nc1ccc(S(=O)(=O)Nc2ccc(S(=O)(=O)Nc3ncccn3)cc2)cc1
46: Cc1ccc(C(=O)NCc2ccc3c(c2)OCO3)cc1C
47: O=C(OCCc1cc2ccccc2c(=O)o1)c1ccccc1C(F)(F)F
48: COC(=O)c1ccccc1NC(=O)/C=C/c1cc(OC)c(OC)c(OC)c1

| entry no. | 41 | 42 | 43 | 44 | 45 | 46 | 47 | 48 |
| --- | --- | --- | --- | --- | --- | --- | --- | --- |
| GRK2 inh | 0 | 0 | 1 | 2 | 1 | 2 | 0 | 2 |
| CTSL1 counter | 0 | 0 | -1 | 1 | -4 | 3 | x | -2 |
| PP5 primary | 1.3 | 7.0 | -0.3 | 0.2 | 2.8 | -0.1 | 4.2 | 6.2 |
| PP1 counter | -1 | 2 | -2 | 1 | -1 | -1 | -1 | 1 |
| JMJD2C inh | -11 | -21 | -6 | 0 | 6 | -16 | 1 | 0 |
| proCasp3 act | -2 | 1 | -9 | 4 | -4 | 3 | 6 | -5 |
| VLA-4 inh | 8 | -5 | 1 | 8 | -3 | 12 | 18 | -10 |
| HCV core dimer | 1 | 1 | -38 | -2 | -8 | -4 | x | -6 |
| proCasp7 act | 15 | 6 | -2 | 2 | 6 | 3 | -2 | -3 |

49: O=C(NCC(=O)N1CCN(c2ccccc2F)CC1)c1cccs1
50: Cc1ccc(C(=O)NCCCNC(=O)c2ccccc2F)cn1
51: CCC(=O)c1ccc(OCC(=O)NC2CCCC2)cc1
52: Cc1cc(C)cc(NC(=S)N2CCN(Cc3ccccc3)CC2)c1

| entry no. | 49 | 50 | 51 | 52 |
| --- | --- | --- | --- | --- |
| GRK2 inh | 2 | 1 | 0 | 1 |
| CTSL1 counter | -2 | -3 | x | -10 |
| PP5 primary | 0.3 | 1.8 | 3.3 | 2.0 |
| PP1 counter | 1 | 5 | -3 | -2 |
| JMJD2C inh | 1 | -4 | 1 | -8 |
| proCasp3 act | 6 | 8 | 8 | 1 |
| VLA-4 inh | -11 | 8 | 7 | 4 |
| HCV core dimer | 12 | -17 | x | 12 |
| proCasp7 act | -2 | -2 | -4 | -12 |

Screening data as filed in PubChem BioAssay.
